Compound activity (PubChem BioAssay)
PPARg SRC2 recr – PPARgamma-driven SRC-2 recruitment agonism | activation, % at 8 µM | PPARgamma LBD-SRC-2 recruitment, biochemical | 200,000 tested, 0.34% active | AID 1032 | P37231; in the data active = activation above about 22%;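 also: 0% = vehicle and 100% = reference agonist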
PMI act satM6P – activators of human phosphomannose isomerase at near-saturating mannose 6-phosphate; 190,000 tested, 0.34% active; coupled PMI enzyme assay, resazurin fluorescence, 20 min; hits give high values; 1 = untreated enzyme, 0 = substrate-free blank; AID 1216; activation factor at 20 µM; P34949;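 active = activation factor of 2 or more at 20 µM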
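Test system: human phosphomannose isomerase with PGI, G6PDH, diaphorase coupling enzymes; Amount: PMI at 15 ng/mL final; Reagent: Mannose-6-phosphate 1.0 mM (near-saturating) plus 0.22 mM NADP+; Timing: 20 min, room temperature; Technique: resorufin fluorescence at Ex 544/Em 590 nm; Dosing: 20 µM single dose.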
PMI act – increases human mannose-6-phosphate isomerase activity; P34949; purified human PMI, coupled resazurin fluorescence, 20 min; hits give high values; 1 = vehicle control, 0 substrate-free wells; activation factor at 20 µM; 190,000 tested, 0.005% active;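 active = activation factor of 2 or more at 20 µM, relative to plate controls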
PPARg SRC-1 ag – promotes SRC-1 coactivator recruitment by human PPARgamma. P37231. PPARgamma-SRC-1 coactivator recruitment biochemical assay. activation, % at 8 µM. 200,000 tested, 0.41% active; in the data active = activation above about 19%;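 also: 0% = DMSO and 100% = reference agonist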
Diaphorase inh – counter-screen for diaphorase-based assays: diaphorase inhibitors and chemical oxidizers; diaphorase resazurin-to-resorufin fluorescence, NADH, 16 min; bacterial (C. kluyveri) enzyme, not human; inhibition, % at 20 µM; 190,000 tested, 0.69% active;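 active = primary screen inhibition at 20 µM above a set limit, cut at about 50% in these data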;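 also: plate controls were DMSO with full reaction for no effect and wells lacking NADH for full effect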
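System: Diaphorase enzyme from Clostridium kluyveri | Amount: Enzyme working solution with 0.14 U/mL diaphorase | Benchmarks: No-NADH positive control and DMSO neutral control | Signal: Fluorescence of resorufin formed from resazurin, Ex 544/Em 590 nm | Schedule: 16-min room-temperature incubation before reading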
ROMK mod – modulators of human ROMK potassium channel | P48048 | Tet-inducible ROMK, thallium flux fluorescence; actives lie on both sides | B-score at 10 µM | 130,000 tested, 2% active | AID 1918;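 active = signal ratio slope over the read window, or its plate-corrected B-score, at least 3 SD from the plate mean, either direction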;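 also: B-score of the F/F0 ratio slope over 7 to 12 s after thallium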
Target sequence (P48048 whole entry, looked up): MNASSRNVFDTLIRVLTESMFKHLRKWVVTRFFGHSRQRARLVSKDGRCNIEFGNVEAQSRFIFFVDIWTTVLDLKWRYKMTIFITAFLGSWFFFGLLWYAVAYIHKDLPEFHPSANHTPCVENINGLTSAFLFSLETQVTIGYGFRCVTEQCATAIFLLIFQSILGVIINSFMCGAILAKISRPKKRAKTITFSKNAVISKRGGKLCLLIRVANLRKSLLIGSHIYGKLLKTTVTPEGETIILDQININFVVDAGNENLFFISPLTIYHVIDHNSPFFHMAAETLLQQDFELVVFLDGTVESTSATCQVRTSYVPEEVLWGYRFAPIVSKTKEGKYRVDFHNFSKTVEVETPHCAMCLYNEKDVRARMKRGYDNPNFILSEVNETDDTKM
SRC2 TRFRET art – counter-screen for PPARgamma SRC-2 recruitment agonists: TR-FRET artefact | TR-FRET ratio at 8 µM | hits give high values | 200,000 tested, 0.4% active; in the data active = TR-FRET ratio above about 2000; also: inactives centre near 1500
PPARg SRC3 recr – promotes SRC-3 coactivator recruitment by human PPARgamma; P37231; biochemical PPARgamma/SRC-3 coactivator recruitment assay; activation, % at 8 µM; 200,000 tested, 0.26% active; AID 731; in the data active = activation above about 23%;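 also: 0% = DMSO and 100% = reference agonist; some compounds past the cut are filed as inactive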
S1P3 antagonist – S1P3 (human) receptor antagonism. Q99500. CHO S1P3 NFAT-BLA reporter, FRET fluorescence, antagonist mode. inhibition, % at 4.98 µM. 170,000 tested, 0.27% active. AID 485;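 active = inhibition above the plate cutoff, the mean inhibition of test wells on that plate plus 3 SD, cut at about 28% in these data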;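 also: cells challenged with S1P at its EC80 of 0.8 µM; blue over green emission ratio from cleaved BLA substrate after 4 h stimulation; 0% = S1P-stimulated wells and 100% = unstimulated DMSO-only wells; some compounds past the cut are filed as inactive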
Target sequence (Q99500 whole entry, looked up): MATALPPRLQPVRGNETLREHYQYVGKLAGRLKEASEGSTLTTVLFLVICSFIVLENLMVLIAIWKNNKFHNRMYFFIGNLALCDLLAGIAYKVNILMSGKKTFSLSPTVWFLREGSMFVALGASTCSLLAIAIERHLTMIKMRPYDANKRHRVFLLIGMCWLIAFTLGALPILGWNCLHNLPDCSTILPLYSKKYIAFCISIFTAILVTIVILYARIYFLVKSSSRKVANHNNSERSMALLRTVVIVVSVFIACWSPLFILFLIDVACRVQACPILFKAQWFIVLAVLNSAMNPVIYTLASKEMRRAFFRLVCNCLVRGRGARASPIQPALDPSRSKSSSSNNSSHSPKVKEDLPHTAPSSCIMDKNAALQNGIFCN
G6PDH CS – inhibits Leuconostoc G6PDH, flagging false hits in G6PDH-based assays. Purified L. mesenteroides G6PDH, diaphorase/resazurin coupled fluorescence, 45 min. inhibition, % at 5 µM. 200,000 tested, 0.12% active. AID 1020; in the data active = inhibition above about 50%
Diaph act CS – activates diaphorase or chemically reduces, flagging diaphorase assay artifacts; 190,000 tested, 0.005% active; AID 1229; activation factor at 20 µM; Diaphorase/resazurin coupled assay, resorufin fluorescence, 16 min; hits give high values; 1 = vehicle wells, 0 = NADH-free wells;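 active = diaphorase activity raised at least twofold by the compound at 20 µM; inactive = activation factor below 2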
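Assay system: Purified diaphorase enzyme from Clostridium kluyveri | Amount: Enzyme 0.07 U/mL final | Dosing: Compound 20 µM once, DMSO 1% | Timing: 16 min reaction at room temperature | Detection: Fluorescence, excitation 544 nm and emission 590 nm | Evaluation: Higher resorufin formation from activation or reduction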
Starred values were filed as active, the others as inactive; / = not tested or not shown. An unsorted share of the library, and some 3.3% of all compounds hit somewhere here.

SMILES	PPARg SRC2 recr	PMI act satM6P	PMI act	PPARg SRC-1 ag	Diaphorase inh	ROMK mod	SRC2 TRFRET art	PPARg SRC3 recr	S1P3 antagonist	G6PDH CS	Diaph act CS
O=C(Cc1ccccc1)NCc1ccccn1	-4	1	1	-11	1	0.63	1381	3	-24	8	1
O=S(=O)(Cc1ccccc1)NCC1CCCN(Cc2ccc3nonc3c2)C1 (stereo not given)	-3	0.9	1	-1	13	-1.2	1541	-3	2	20	0.9
Cc1cc2c(c(=O)n1Cc1ccc3c(c1)OCO3)C(c1cccnc1)C(C#N)=C(N)O2 (stereo not given)	7	1	1.1	5	14	/	1673	0	-4	4	0.9
O=C(CSc1nc2ccccc2[nH]1)Nc1c(F)cccc1F	-9	1	0.9	5	10	/	1446	-4	/	-4	0.9
N#CC1=C(N)Oc2n[nH]c(-c3cccnc3)c2C1c1ccc([N+](=O)[O-])o1 (stereo not given)	-2	1	1	-4	13	-0.43	1572	3	-1	0	0.9
CC(C)CNS(=O)(=O)c1ccc(S(=O)(=O)N2CCN(CCC#N)CC2)cc1	-2	0.8	0.8	6	11	/	1613	8	-21	4	0.9
Cc1nc2ccc([N+](=O)[O-])cc2s1	2	1.1	1.1	-1	-6	0.62	1588	1	-3	10	1.1
O=C1OCCC1Sc1nnc(-c2ccco2)o1 (stereo not given)	6	1.2	1.1	6	-2	/	1711	6	-3	7	1
O=C1/C(=C/c2cccc([N+](=O)[O-])c2)CCc2ccccc21	8	0.8	0.9	7	7	0.17	1453	12	-5	4	0.9
Cc1cccc(C(=O)NC(=S)N2CCc3ccccc3C2)c1	7	1	1	2	11	9.1*	1787	2	-23	6	0.9
CN(C)CCNC(=O)C1CCCNC1=O (stereo not given)	0	1.1	1.1	-5	-18	/	1402	-3	/	10	1.2
COC(=O)c1cc(-c2ccc(Br)cc2)on1	6	0.9	1	-2	14	/	1621	-2	-46	4	0.9
COc1ccccc1NC(=O)Nc1nnc(CC(=O)Nc2ccccc2C)s1	-1	1	1	1	8	0.83	1758	3	-13	0	0.9
CCN(CC)C(=O)CSc1nnc(SCc2ccc(Cl)cc2)s1	13	1	1	4	10	/	1636	7	/	0	0.9
O=C(CCC(=O)c1cccs1)OCC(=O)N1CCN(C(=O)c2ccco2)CC1	-6	1.1	1	1	-8	-0.93	1454	-11	-14	8	1.1
COC(=O)C1CCN(C(=O)Cc2c(OC)ccc3cc(Br)ccc23)CC1	9	0.8	1	7	12	/	1845	4	4	15	0.9
O=C(CCC(=O)c1cccs1)c1cccs1	-7	1	1	0	2	/	1385	-5	/	3	1
CC(=O)Nc1ccc(/C=N/NC(=O)CNS(=O)(=O)c2ccccc2)cc1	-6	1	1	0	2	0.87	1578	1	-1	6	1
Cn1c(SCC(=O)c2ccc3c(c2)OCCO3)nnc1C1CC1	15	1.1	1.1	2	8	/	1612	3	/	3	0.9
COc1ccccc1NS(=O)(=O)c1ccc(Br)s1	-7	1	1	11	17	0.21	1484	0	-3	4	0.8

By substructure, those above with an NH in an aromatic ring
SMILES	PPARg SRC2 recr	PMI act satM6P	PMI act	PPARg SRC-1 ag	Diaphorase inh	ROMK mod	SRC2 TRFRET art	PPARg SRC3 recr	S1P3 antagonist	G6PDH CS	Diaph act CS
O=C(CSc1nc2ccccc2[nH]1)Nc1c(F)cccc1F	-9	1	0.9	5	10	/	1446	-4	/	-4	0.9
N#CC1=C(N)Oc2n[nH]c(-c3cccnc3)c2C1c1ccc([N+](=O)[O-])o1 (stereo not given)	-2	1	1	-4	13	-0.43	1572	3	-1	0	0.9

Later entries:
SMILES	PPARg SRC2 recr	PMI act satM6P	PMI act	PPARg SRC-1 ag	Diaphorase inh	ROMK mod	SRC2 TRFRET art	PPARg SRC3 recr	S1P3 antagonist	G6PDH CS	Diaph act CS
O=C(CSc1ccc(-c2ccccc2)nn1)N1CCN(c2ccccc2)CC1	10	1.2	1	5	-11	/	1570	-5	-2	-29	1.1
CN(CC(CC(=O)Nc1nncs1)c1ccccc1)S(=O)(=O)c1ccc(Br)cc1 (stereo not given)	6	0.9	0.9	2	24	/	1613	2	/	4	0.8
CCOC(=O)C1C(=O)CC(C)(O)C(C(=O)OCC)C1c1ccc(OC)cc1 (stereo not given)	0	1	0.8	-1	9	0.35	1437	6	/	8	0.9
O=C(Cn1ncc2c(=O)oc3ccccc3c21)Nc1nc2ccccc2s1	-9	0.9	0.9	-1	2	/	1332	-4	-30	11	1
COc1ccc(CCNc2cc(N3CCN(C(=O)c4ccc(C)cc4)CC3)ccc2[N+](=O)[O-])cc1OC	4	0.8	0.8	4	17	-0.49	1596	2	4	-21	0.8
Cc1c(Cl)cccc1NC(=O)CSc1ccc(-c2cccnc2)nn1	-5	1.1	1.1	-4	-1	/	1351	2	-13	5	1
c1ccc(-n2ncc3c(N4CCCCC4)ncnc32)cc1	-6	1	1	-3	12	/	1561	3	22	8	0.9
C/C(=N\NC(=O)C1COc2ccccc2O1)c1cc2ccccc2o1 (stereo not given)	2	1	1	5	6	-0.88	1694	9	-32	-6	0.9
CCOC(=O)C1=C[C@]2(CC)CCCN3CCc4c(n1c1ccccc41)[C@@H]32	-2	1	1	-3	10	/	1353	-6	-9	18	0.9
CCn1c2ccccc2c2nnc(SCC(=O)Nc3ncccn3)nc21	6	1	1	-2	21	-0.092	1483	-3	1	2	0.8
CCC(Sc1ncccn1)C(=O)Nc1cc(C)on1 (stereo not given)	7	1.1	1.1	4	16	/	1691	6	/	0	0.8
Cc1ccc(-c2csc(NC(=O)c3cnccn3)n2)cc1C	0	1.1	1.1	-8	-6	1.2	1565	0	1	-8	1.1
CCN1CCN(CC(=O)N2c3ccccc3CC2C)CC1 (stereo not given)	-17	1.1	1	2	6	/	1268	-3	/	10	0.9
COC(=O)c1ccccc1OC(=O)c1cc[n+]([O-])cc1	4	0.9	0.9	-2	28	-0.81	1443	1	-10	3	0.7
CCn1c(SCc2ccc(C(=O)OC)o2)nnc1-c1c[nH]c2ccccc12	-1	0.9	0.9	3	18	/	1665	10	-8	5	0.8
CCOC(=O)N1CCN(c2c(N3CCN(c4cccc(C(F)(F)F)c4)CC3)c(=O)c2=O)CC1	-3	0.9	0.9	3	4	0.19	1565	0	-13	-15	1
Cc1ccc2c(COC(=O)c3c(C)noc3C)cc(=O)oc2c1	-5	1.1	1	-4	2	-0.63	1372	-7	-10	-4	1
CCS(=O)(=O)N1CCC(C(=O)NCc2cc(OC)ccc2OC)CC1	3	1.1	1.1	7	-3	0.21	1597	2	/	-5	1
Cc1cccc(CCNC(=O)CN(C)S(=O)(=O)c2ccc3c(c2)c(=O)n(C)c(=O)n3C)c1	3	1	1	2	11	/	1552	7	-20	-5	0.9
CCCNC(=O)NC(=O)COC(=O)CNS(=O)(=O)/C=C/c1ccccc1	9	1	1.1	4	0	-0.063	1504	-2	8	6	1
Cc1cc(NC(=O)CSc2nc3cc(Cl)ccc3c(=O)n2CC(C)C)no1	-10	1.2	1.1	6	-21	0.092	1631	0	0	13	1.2
CC(=O)C1=C(O)C(=O)N(c2cccnc2)C1c1ccc(Cl)cc1 (stereo not given)	6	0.9	0.9	8	15	/	1599	5	/	15	0.8
O=C(CCCn1cnc([N+](=O)[O-])n1)Nc1ccc(Cl)c(Cl)c1	8	0.8	1	-1	10	/	1587	-3	/	5	0.9
Fc1cccc(Cl)c1CNCc1ccccc1Cl	0	1	0.9	8	22	-0.066	1551	-12	/	-1	0.8
COc1ccc(/C=N/NC(=O)CN(Cc2ccccc2)S(=O)(=O)c2ccc3c(c2)OCCO3)cc1	-1	1	0.8	6	18	/	1584	0	12	-4	0.8
OCCN(C=NC1=NN(c2cccc(C(F)(F)F)c2)CC1)CCO	5	1	1	-4	7	/	1487	8	/	11	0.9
CCOC(=O)CN1C(=O)S/C(=C/c2ccc(O)c([N+](=O)[O-])c2)C1=O	-4	1	1.1	-6	15	/	1615	-3	-12	0	0.8
COCCNc1ccc(N2C(=O)CCCC2=O)cc1[N+](=O)[O-]	5	0.9	1	13	6	/	1810	7	-1	13	0.9

Structures listed so far with an aryl thioether with sulfur outside any ring, in the order listed:
SMILES	PPARg SRC2 recr	PMI act satM6P	PMI act	PPARg SRC-1 ag	Diaphorase inh	ROMK mod	SRC2 TRFRET art	PPARg SRC3 recr	S1P3 antagonist	G6PDH CS	Diaph act CS
O=C(CSc1nc2ccccc2[nH]1)Nc1c(F)cccc1F	-9	1	0.9	5	10	/	1446	-4	/	-4	0.9
O=C1OCCC1Sc1nnc(-c2ccco2)o1 (stereo not given)	6	1.2	1.1	6	-2	/	1711	6	-3	7	1
CCN(CC)C(=O)CSc1nnc(SCc2ccc(Cl)cc2)s1	13	1	1	4	10	/	1636	7	/	0	0.9
Cn1c(SCC(=O)c2ccc3c(c2)OCCO3)nnc1C1CC1	15	1.1	1.1	2	8	/	1612	3	/	3	0.9
O=C(CSc1ccc(-c2ccccc2)nn1)N1CCN(c2ccccc2)CC1	10	1.2	1	5	-11	/	1570	-5	-2	-29	1.1
Cc1c(Cl)cccc1NC(=O)CSc1ccc(-c2cccnc2)nn1	-5	1.1	1.1	-4	-1	/	1351	2	-13	5	1
CCn1c2ccccc2c2nnc(SCC(=O)Nc3ncccn3)nc21	6	1	1	-2	21	-0.092	1483	-3	1	2	0.8
CCC(Sc1ncccn1)C(=O)Nc1cc(C)on1 (stereo not given)	7	1.1	1.1	4	16	/	1691	6	/	0	0.8
CCn1c(SCc2ccc(C(=O)OC)o2)nnc1-c1c[nH]c2ccccc12	-1	0.9	0.9	3	18	/	1665	10	-8	5	0.8
Cc1cc(NC(=O)CSc2nc3cc(Cl)ccc3c(=O)n2CC(C)C)no1	-10	1.2	1.1	6	-21	0.092	1631	0	0	13	1.2
